EBI2 antag = blocks human EBI2 receptor beta-arrestin signaling | P32249 | EBI2 beta-arrestin recruitment, luminescence, 7a,25-OHC stimulated | 360,000 compounds, 0.81% hits | inhibition, % at 5 µM; in the data active means inhibition above about 38%;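 further: enzyme fragment complementation signal reports receptor beta-arrestin coupling in cells; 0% = agonist plus DMSO wells and 100% = wells without agonist; some results beyond the cut were filed as inactive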
Target sequence (P32249 whole entry, looked up, the tested form may be a part): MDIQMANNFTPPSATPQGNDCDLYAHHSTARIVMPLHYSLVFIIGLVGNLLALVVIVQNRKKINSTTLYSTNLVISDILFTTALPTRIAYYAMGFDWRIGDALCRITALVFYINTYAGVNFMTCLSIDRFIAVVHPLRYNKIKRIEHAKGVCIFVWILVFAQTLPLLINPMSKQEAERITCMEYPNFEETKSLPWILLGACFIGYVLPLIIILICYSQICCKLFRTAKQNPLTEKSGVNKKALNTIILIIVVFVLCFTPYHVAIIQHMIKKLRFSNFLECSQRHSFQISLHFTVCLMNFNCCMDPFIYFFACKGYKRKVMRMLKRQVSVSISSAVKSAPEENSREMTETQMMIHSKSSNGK
APJ antag = antagonists of human APJ apelin receptor; P35414; CHO-K1 APJ beta-arrestin complementation, luminescence; inhibition, % at 20 µM; 330,000 compounds, 0.32% hits; AID 2521;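 active means inhibition above about 40% at 20 µM, limit read from the data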;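 further: cells challenged with 10 nM apelin-13 agonist together with compound; plate controls were apelin-13 plus DMSO wells for no effect and DMSO wells lacking apelin-13 for full effect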
UPR CHOP act = apoptotic UPR (CHOP) activation; AID 449763; activation, % at 10 µM; CHO-CHOP luciferase reporter, luminescence; percent of tunicamycin response over DMSO baseline; 330,000 compounds, 0.34% hits;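 active means at 10 µM dose, activation of 40% or more, normalized to positive control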;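 further: 100% = tunicamycin at 10 µg/mL and 0% = DMSO alone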
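System: CHO CHOP reporter cells. Amount: 500 cells per well. Buffer or medium: F12 medium, 10% FBS. Compound dosing: one dose, 10 µM in 0.5% DMSO. Incubation: 6 h compound exposure at 37 °C after overnight seeding. Technique: Steady-Glo luciferase luminescence. Benchmarks: tunicamycin and DMSO controls.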
XBP1 UPR activ = adaptive UPR (XBP1) activation; activation, % at 20 µM; CHO-XBP1 luciferase reporter, IRE1-XBP1 UPR activation, luminescence; percent of tunicamycin response, DMSO as zero; 330,000 compounds, 0.33% hits; AID 463104;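 active means versus positive control, 20 µM dose yields 30% or more activation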;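 further: 100% = tunicamycin at 10 µg/mL and 0% = DMSO only wells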
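Assay system: CHO-XBP1 luciferase reporter cells; Schedule: 6 h treatment, 37 °C; Detection: glow luminescence from Steady-Glo reagent; Benchmarks: high control tunicamycin 10 µg/mL final, low control DMSO vehicle only.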
Mdm2 MdmX PPI = inhibitors of human Mdm2/MdmX interaction | SaOS-2 split-luciferase Mdm2/MdmX complementation, luminescence | inhibition, % at 8 µM | 330,000 compounds, 3% hits;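 active means inhibition of at least 50% at 8 µM in the primary screen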
APJ agonist = activates the human apelin receptor APJ; P35414; 330,000 compounds, 0.11% hits; CHO-K1 APJ PathHunter beta-arrestin, luminescence; 0% DMSO wells, 100% apelin; AID 2520; activation, % at 20 µM;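 active means activation more than six SD over the plate average, tested at 20 µM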;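 further: 0% = DMSO alone and 100% = apelin-13 at 10 nM; some results filed as inactive read as strong as hits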
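Test system: CHO-K1 APJ beta-arrestin complementation cell line | Compound: Single test compound dose, 20 µM final, 1% DMSO | Incubation: Compound 90 min 25 °C, reagent 1 h | Measured by: beta-gal luminescence | Read-out basis: APJ–arrestin association signal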
CXCR6 block = inhibitors of human CXCR6 receptor; O00574; CHO-K1 PathHunter CXCR6 beta-arrestin, luminescence; inhibition, % at 20 µM; 360,000 compounds, 0.36% hits; in the data active means inhibition above about 34%, passing the limit was not always enough;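 further: antagonist mode with CXCL16 agonist at 10 nM final; 0% = 10 nM CXCL16 with DMSO and 100% = unstimulated wells without agonist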
Target sequence (O00574 whole entry, looked up): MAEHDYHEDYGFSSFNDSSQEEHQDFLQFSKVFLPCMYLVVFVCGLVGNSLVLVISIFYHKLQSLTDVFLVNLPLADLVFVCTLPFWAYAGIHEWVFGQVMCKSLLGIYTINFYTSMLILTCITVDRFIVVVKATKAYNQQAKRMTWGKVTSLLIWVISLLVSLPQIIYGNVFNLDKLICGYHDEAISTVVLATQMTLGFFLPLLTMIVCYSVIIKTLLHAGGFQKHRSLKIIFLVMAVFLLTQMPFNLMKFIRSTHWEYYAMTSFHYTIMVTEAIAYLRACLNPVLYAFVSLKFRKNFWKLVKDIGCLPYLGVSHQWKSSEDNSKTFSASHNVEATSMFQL
CCR6 antagonist = blocks CCL20-driven beta-arrestin recruitment at human CCR6. P51684. CHO-K1 CCR6 PathHunter beta-arrestin, luminescence, CCL20-stimulated. inhibition, % at 20 µM. 340,000 compounds, 0.49% hits. AID 493098;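 active means compounds whose inhibition of the agonist-driven luminescence signal at 20 µM reaches about 50%, limit read from the data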;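 further: cells stimulated with CCL20 at 14 nM final; plate controls were DMSO with CCL20 for no effect and DMSO without agonist for full effect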
Target sequence (P51684 whole entry, looked up): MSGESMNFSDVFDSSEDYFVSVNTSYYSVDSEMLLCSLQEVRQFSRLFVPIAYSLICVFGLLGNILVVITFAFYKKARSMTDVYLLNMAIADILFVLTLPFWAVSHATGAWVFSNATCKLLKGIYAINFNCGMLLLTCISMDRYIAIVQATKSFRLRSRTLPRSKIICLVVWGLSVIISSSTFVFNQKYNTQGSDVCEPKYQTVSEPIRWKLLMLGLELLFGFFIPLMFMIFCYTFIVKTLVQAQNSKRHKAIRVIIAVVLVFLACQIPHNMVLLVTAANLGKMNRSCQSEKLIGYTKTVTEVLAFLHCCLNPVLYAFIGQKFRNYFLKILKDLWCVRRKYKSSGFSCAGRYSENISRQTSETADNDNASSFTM
tim23-1 inh = tim23-1 yeast growth inhibition; inhibition, % at 20 µM; S. cerevisiae tim23-1 growth, BacTiter-Glo luminescence, 24 h; AID 463212; 330,000 compounds, 1.3% hits;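 active means growth inhibition of the mutant yeast at or above 50%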;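 further: temperature-sensitive mutant grown at 25 °C; plate controls were DMSO-treated mutant yeast for no effect and medium wells lacking yeast for full effect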
* marks the source's active call; other numbers are inactive results; . = not tested or not shown.

SMILES	EBI2 antag	APJ antag	UPR CHOP act	XBP1 UPR activ	Mdm2 MdmX PPI	APJ agonist	CXCR6 block	CCR6 antagonist	tim23-1 inh
CC(NC(=O)Nc1ccc(O)cc1)(C(F)(F)F)C(F)(F)F	-7	-1	-3.1	-3	-3	-3	-6	-22	-14
CC(C)(C)N(Cc1ccccc1)C(=O)COC(=O)/C=C/c1ccc2c(c1)OCO2	18	7	-2.5	3	2	-1	7	32	3
O=C(COc1ccc2c3c(c(=O)oc2c1)CCC3)NCc1ccncc1	4	19	1.6	1	11	-1	2	5	4
CN(c1ccccc1)S(=O)(=O)c1ccc(NC(=O)c2ccccc2)cc1	-9	-16	-1.9	-3	25	0	-3	17	43
CCOC(=O)c1ccc(Nc2ncnc3c2cnn3C)cc1	-6	-7	0.7	3	8	5	-5	0	9
CCCn1c(NCc2cc(C)ccc2O)nc2ccccc21	13	0	1.6	1	19	-1	-4	7	28
CCCCNc1c([N+](=O)[O-])cc(C)cc1[N+](=O)[O-]	2	-10	1.8	0	-37	-2	9	13	11
O=C(CCn1c(=O)oc2ccccc21)Nc1ccon1	-2	2	-0.9	7	14	-4	0	0	1
Cc1nn(C)cc1/C=C1\CCC/C(=C\c2cn(C)nc2C)C1=O	6	-2	2.4	-1	28	0	-4	19	14
COc1ccc(O)c(-c2cn[nH]c2-c2cccs2)c1	-3	8	-0.4	2	37	1	-3	7	4
O=C(CSc1nc(=O)n2cc(Cl)ccc2n1)Nc1ccc2c(c1)OCO2	-3	11	0.6	-1	29	-4	7	5	11
COc1cc(CN2CCCC(N3CCN(c4ccccc4C)CC3)C2)cc(Cl)c1O (stereo not given)	1	15	0.2	-4	5	-3	1	11	17
O=C1CCCN1CCC1CCCCN1Cc1nc(-c2cnccn2)no1 (stereo not given)	-2	13	0.0	0	-10	-5	7	-2	2
COc1ccc(-n2c(CNC(=O)c3ccc(S(=O)(=O)N4CCCC4)cc3)n[nH]c2=S)cc1	-12	0	-2.0	0	-9	0	-4	-4	-1
CCN=C(NCC)SC1CC(=O)N(c2cccc(OC)c2)C1=O (stereo not given)	1	10	0.7	-5	6	-2	7	-8	23
C=CCn1c(SCC(=O)NC2CC2)nc2sc(CC)cc2c1=O	10	22	0.8	1	13	0	4	5	-10
C=CCn1c(COc2ccc(CC)cc2)nnc1SCC(=O)NC1CCS(=O)(=O)C1 (stereo not given)	19	21	-1.1	-1	-2	-3	10	12	12
Cc1occc1-c1nnc(SCC(=O)NC(=O)NC(C)C)n1N	-8	-3	2.1	-1	19	-5	-2	-19	2
CC1=[N+](C)N(c2ccccc2)C(=O)C1N=Cc1ccccc1Cl (stereo not given)	-3	10	-4.6	4	-14	-2	2	10	14
CCOc1ccccc1NC(=S)N1CCN(c2cccc(OC)c2)CC1	-3	16	1.8	-3	6	-3	0	15	25
Cn1c(SCC(=O)N2CCc3ccccc3C2)nnc1-c1cccs1	0	-2	-1.5	-1	-2	-2	2	8	5
CC(C)CC(C)c1cc(N)nc2nc3ccccc3n12 (stereo not given)	-3	14	-1.3	0	10	-3	-8	3	10
c1ccc(-c2nc(NCc3ccco3)c3ccccc3n2)cc1	-15	0	3.6	0	37	-6	7	1	53*
COc1cccc(N2C(=O)C3NN=C(C(=O)CN4C(=O)c5ccccc5C4=O)C3C2=O)c1 (stereo not given)	-1	8	1.5	1	-20	0	12	-3	-4
O=C(CSc1nnc(CN2CCCCCC2=O)n1-c1ccccn1)NCC(F)(F)F	-4	-5	0.8	-4	7	-8	-1	7	21
COc1ccc(C2(C)NC(=O)N(CC(=O)Nc3ccc4[nH]c(=O)[nH]c4c3)C2=O)cc1 (stereo not given)	8	-9	-0.4	2	-2	-3	-6	7	-6
Cc1cc(OCc2ccc(F)cc2)nc(-c2ccccc2O)n1	5	11	0.6	2	28	-4	-1	19	14
CC(=O)N1c2ccccc2CCc2ccc(N)cc21	5	-16	2.0	0	27	-3	2	-3	-6
CCn1c(SCC(=O)Nc2nc(-c3ccc(C)cc3)cs2)nnc1-c1ccccc1O	5	-52	2.9	-2	30	3	-24	2	38
C=C(C)CSc1nnc(-c2cc(OC)c(OC)c(OC)c2)n1N	-4	9	-1.0	-2	-10	-2	-2	-8	17
O=C(c1ccc(Cl)cc1)n1c(NCc2ccccc2)n[nH]c1=S	6	-12	2.0	-3	-8	-5	5	6	-2
COc1ccc(-c2csc3nc(C(C)C)oc(=O)c23)cc1OC	-18	4	-1.4	3	9	0	-6	10	30
Cc1ccc(NC(=O)c2ncn(CC(=O)NCc3nc4ccccc4[nH]3)n2)cc1C	-3	.	2.4	-3	32	.	2	12	19
Cc1cc(C)c(NC(=O)CNC(=O)c2ccc3ncsc3c2)c(C)c1	4	10	1.8	-4	-18	-1	-16	3	14
c1ccc(CCNc2nc(-c3ccccn3)nc3ccccc23)cc1	25	31	44*	14	93*	-7	26	32	6
Fc1ccc(NC(=S)Nc2cccc3ccccc23)cc1F	-6	-85	1.4	5	2	32	-5	-1	35
NC(=O)CSc1ncc(-c2ccc([N+](=O)[O-])cc2)[nH]1	6	-6	2.8	-4	3	-1	-7	6	1
CC(Oc1cc(F)ccc1[N+](=O)[O-])C(=O)N(C)CC(=O)Nc1ccccc1C(F)(F)F (stereo not given)	-1	15	1.2	4	-3	-2	-4	9	11
COc1ccc(/C=C/C(=O)c2cc(F)ccc2OC(=O)c2ccccc2C)cc1OC	-2	-13	-1.3	17	61*	-3	-5	-3	30
COc1ccccc1NC(=S)N1CCC(C(=O)c2ccc(F)cc2)CC1	4	-12	1.5	-1	-7	-1	4	15	-4
Cc1ccc(C(=O)CC(Nc2ccc(F)cc2)c2ccccc2)cc1 (stereo not given)	18	-10	3.0	-1	-24	-2	7	23	3
COc1ccc(C(=O)NCc2nnc(SCC(=O)N3CCc4ccccc43)n2C2CCCCC2)cc1	-1	6	2.5	2	4	1	-1	-5	-11
CCC(=O)N1CCc2cc(S(=O)(=O)N(CC)c3cccc(C)c3)ccc21	-6	6	-2.7	-2	2	-2	-2	4	-50
CCNC(=O)O/N=C1\CCCCC1c1ccc([N+](=O)[O-])cc1[N+](=O)[O-] (stereo not given)	7	-56	1.4	-3	-3	6	-5	1	18
NC(=O)c1ccsc1NC(=O)CCc1ccccc1	1	3	2.8	1	-16	-2	-3	-1	-1
CCN(Cc1ccccc1)C(=O)CN1C(=O)NC2(CC(C)CC(C)(C)C2)C1=O (stereo not given)	1	-11	0.5	-5	22	2	-17	10	7
O=C1C(=O)N(CC2CCCO2)C(c2ccccc2[N+](=O)[O-])/C1=C(/O)c1ccccc1 (stereo not given)	4	-7	2.1	0	-8	1	-1	3	10
COC(=O)CC1C(=O)NCCN1C(=S)NC(=O)CCc1ccccc1 (stereo not given)	10	9	2.4	0	5	-3	-4	5	7
CCN1CCN(c2ccc(S(=O)(=O)N3CCCCC3)cc2NC(=O)c2cccc(NC(C)=O)c2)CC1	-5	15	0.5	-1	12	-6	2	6	-4
CC1(C)CC(N=C2C([N+](=O)[O-])=CC=C3C2=NC2(CCCCC2)N3O)CC(C)(C)N1	4	-21	-0.4	-1	-11	-2	7	13	10
CCOc1ccc(N(C)S(=O)(=O)c2ccc(C)c(C(=O)NCc3cccs3)c2)cc1	11	9	-1.1	-1	13	0	10	21	21
Cc1nc2ccccc2c2oc(C(=O)NCCCN3CCC(C)CC3)cc12	6	22	-0.5	-2	-15	-3	-8	-3	-3
N#Cc1c(C(F)(F)F)cc(Cc2ccccc2)nc1SCC(=O)NCC(=O)O	-8	3	-0.5	-2	-8	-3	4	-2	6
CCC(C)Nc1nc(Cl)nc(NCCOc2ccccc2)n1 (stereo not given)	15	0	6.2	0	12	2	-1	8	23
O=Cc1ccc(N2CCCCCC2)cc1	0	17	1.6	4	1	-2	-1	2	10
COc1ccc(C(=O)NNC(=O)Cc2nc3nc(C)cc(C)n3n2)cc1	-15	15	-0.6	-1	3	0	2	-1	-7
CC1(C)Cc2c(sc3c2c(=O)n(-c2cccc(Cl)c2)c(=O)n3CC(N)=O)CO1	-7	6	-0.7	-3	7	-4	0	0	-14
CCN(CC)c1ccc(C=C(c2nnnn2-c2ccccc2)c2nnnn2-c2ccccc2)cc1	20	12	0.0	0	13	-3	10	17	21
FC(F)(F)c1cccc(CON=C2CCN(c3ncc(C(F)(F)F)cc3Cl)CC2)c1	14	-12	-0.7	-2	11	-4	-2	29	-6
CC1=CC2=C(OC1N(C)C)c1cccc3cccc(c13)C2=O (stereo not given)	1	3	0.1	2	5	0	8	26	14
Remaining list, next part
SMILES	EBI2 antag	APJ antag	UPR CHOP act	XBP1 UPR activ	Mdm2 MdmX PPI	APJ agonist	CXCR6 block	CCR6 antagonist	tim23-1 inh
COc1ccccc1OCC(=O)Nc1cc(Cl)ccc1Oc1ccccc1	6	-13	1.6	1	1	-4	1	-5	3
CC(=O)Nc1ccc(C(=O)CSc2cc(C)c3cccc(C)c3n2)cc1	0	-17	1.3	1	21	-1	-6	3	-19
Cc1cc(CSc2ccccc2)ccc1NC(=O)COc1ccccc1	8	16	1.8	2	24	-3	-1	18	0
CCc1ccc(NC(=S)Nc2cc(OC)c(NC(=O)C(C)C)cc2OC)cc1	40	9	1.4	-2	5	-3	3	4	34
COC(=O)C1=C(COc2ccccc2)NC(=O)NC1c1ccc2ccccc2c1 (stereo not given)	.	-4	-1.2	-1	26	-2	.	14	14
O=C(CN1CCN(C(=O)N2CCOCC2)CC1)Nc1ccc(Br)cc1	6	-3	-0.3	-2	-39	4	-6	5	17
CCOc1ccc(/C=N/O)cc1	10	23	1.4	1	-21	-3	-10	0	12
O=C(NCC1CCCO1)/C(=C\c1cccc([N+](=O)[O-])c1)NC(=O)c1ccccc1 (stereo not given)	-8	-9	-0.5	0	17	-2	7	-4	-3
Cc1ccc(-c2cc(=O)[nH]c(NCc3ccccc3)n2)cc1	0	-3	3.9	-2	-3	2	-7	-24	14
O=C(N/N=C/c1ccc([N+](=O)[O-])o1)c1cc(-c2ccc(-c3ccccc3)cc2)nc2ccccc12	0	11	11	21	64*	4	6	43	32
O=S1(=O)CCN(C(CO)c2ccccc2)CC1 (stereo not given)	-15	6	0.7	-4	12	2	-1	7	7

Full records as entered above.
Cc1occc1-c1nnc(SCC(=O)NC(=O)NC(C)C)n1N across the screens: EBI2 antag: -8; APJ antag: -3; UPR CHOP act: 2.1; XBP1 UPR activ: -1; Mdm2 MdmX PPI: 19; APJ agonist: -5; CXCR6 block: -2; CCR6 antagonist: -19; tim23-1 inh: 2
CC1(C)Cc2c(sc3c2c(=O)n(-c2cccc(Cl)c2)c(=O)n3CC(N)=O)CO1 across the screens: EBI2 antag: -7; APJ antag: 6; UPR CHOP act: -0.7; XBP1 UPR activ: -3; Mdm2 MdmX PPI: 7; APJ agonist: -4; CXCR6 block: 0; CCR6 antagonist: 0; tim23-1 inh: -14

Source: PubChem BioAssay (Sanford-Burnham Center for Chemical Genomics)

A portion of the library, so the mix of outcomes need not match the whole.
